hcDAF12 agonist: activates DAF-12 receptor from parasite H. contortus; HEK293 hcDAF-12 lit1-tk-luc reporter, luminescence; 0% DMSO, 100% Δ7-dafachronic acid; activation, % at 6.8 µM; 370,000 tested, 1.4% active; AID 652067;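 active = activation above the mean of all tested compounds plus 3 SD, cut at about 5.5% in these data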;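 also: 100% = response to 3 µM Δ7-dafachronic acid high control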
ssDAF12 agonist: S. stercoralis DAF-12 activation, primary screen; HEK293 ssDAF-12/GRIP1 lit1-tk-luc reporter, luminescence; % of 3 µM dafachronic acid response; activation, % at 6.8 µM; 370,000 tested, 1% active; AID 652126;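 active = activation above the mean over all tested compounds plus 3 SD, cut at about 0.9% in these data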;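 also: 0% = DMSO-only wells and 100% = 3 µM delta7-dafachronic acid wells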
DAX1 inh-1: inhibits human nuclear receptor DAX1; P51843; HEK293 Gal4-DAX1 luciferase reporter, luminescence; inhibition, % at 6.75 µM; 340,000 tested, 0.99% active; AID 504766;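 active = inhibition above the mean over all tested compounds plus 3 SD, cut at about 4.2% in these data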;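 also: 0% = DAX1-transfected cells with DMSO and 100% = empty-vector control cells with DMSO; inhibition shows as a rise in luminescence from relieved DAX1 repression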
Target sequence (P51843 207-470 limits assumed): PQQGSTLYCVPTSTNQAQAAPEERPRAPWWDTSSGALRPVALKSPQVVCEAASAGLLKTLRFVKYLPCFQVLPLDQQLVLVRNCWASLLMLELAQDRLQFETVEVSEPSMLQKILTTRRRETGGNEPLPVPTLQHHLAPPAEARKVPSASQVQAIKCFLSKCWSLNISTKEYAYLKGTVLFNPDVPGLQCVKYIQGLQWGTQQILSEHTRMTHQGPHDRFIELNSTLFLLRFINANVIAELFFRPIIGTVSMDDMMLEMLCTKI
FXN GAA850 act: activators of GAA850 frataxin (FXN) promoter; HEK293 lucGAA850 FXN promoter luciferase reporter, 24 h; percent of 10 µM SAHA response; activation, % at 6 µM; 360,000 tested, 0.56% active; AID 540364;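 active = activation above the average of all compounds screened plus 3 SD, cutoff fixed separately per campaign, cut at about 7.5% in these data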;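 also: 0% = DMSO wells and 100% = 10 µM SAHA wells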
SMARCA2 activ: increases SMARCA2 function in MMTV reporter cells | 370,000 tested, 1% active | activation, % at 9.1 µM | MG213 cells, MMTV-luciferase reporter, dexamethasone, overnight | AID 652017; in the data active = activation above about 7.8%;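 also: 0% = vehicle wells and 100% = reference activator wells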
NR1D1 modulator: Rev-erb alpha (human) modulation. P20393. Rev-erbα–FITC-DNA binding, fluorescence polarization, 90 min. activity, % at 10 µM. 370,000 tested, 0.79% active. AID 1259318;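 active = activity above about 14%, limit read from the data; passing the limit was not always enough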;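 also: 0% = DMSO wells with 35 nM protein and 100% = DMSO wells with 750 nM protein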
DAX1 inh-2: inhibitors of DAX1 repression of SF-1 activated StAR promoter. HEK293T StAR-luciferase reporter, SF-1/DAX-1 repression relief. inhibition, % at 6.8 µM. 370,000 tested, 1.1% active. AID 652010;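 active = inhibition above the mean over all tested compounds plus 3 SD, cut at about 3.6% in these data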;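 also: 0% = DAX-1 cells with DMSO and 100% = cells lacking DAX-1 with DMSO; higher inhibition means more luminescence from relief of DAX-1 repression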
PLC-beta3 inh: inhibitors of human phospholipase C beta3; 370,000 tested, 0.18% active; Purified PLC-beta3, fluorogenic substrate, fluorescence; inhibition, % at 12.2 µM; in the data active = inhibition above about 11%;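 also: 0% = median of compound wells on plate and 100% = full blocker control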
hgDAF-12 ag: activates the H. glycines DAF-12 receptor ligand-binding domain. HEK293 GAL4-hgDAF12 UAS-luciferase reporter, agonist luminescence; normalized to butyrate control. activation, % at 6.8 µM. 370,000 tested, 1.8% active. AID 687014;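 active = activation above a cutoff set at the mean of all screened compounds plus 3 SD, cut at about 10% in these data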;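 also: 0% = DMSO wells and 100% = sodium butyrate wells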
sPLA2-III inh: Inhibits HGIII-sPLA2 liposome hydrolysis, primary screen. Q9NZ20. QFRET BODIPY PC-A2 liposome hydrolysis, fluorescence. inhibition, % at 12.2 µM. 370,000 tested, 0.56% active;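 active = inhibition above mean plus 3 SD of compounds lying within the high and low control bounds, cut at about 19% in these data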;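 also: 0% = median of test compound wells and 100% = no enzyme DMSO wells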
Target sequence (Q9NZ20 whole entry, looked up): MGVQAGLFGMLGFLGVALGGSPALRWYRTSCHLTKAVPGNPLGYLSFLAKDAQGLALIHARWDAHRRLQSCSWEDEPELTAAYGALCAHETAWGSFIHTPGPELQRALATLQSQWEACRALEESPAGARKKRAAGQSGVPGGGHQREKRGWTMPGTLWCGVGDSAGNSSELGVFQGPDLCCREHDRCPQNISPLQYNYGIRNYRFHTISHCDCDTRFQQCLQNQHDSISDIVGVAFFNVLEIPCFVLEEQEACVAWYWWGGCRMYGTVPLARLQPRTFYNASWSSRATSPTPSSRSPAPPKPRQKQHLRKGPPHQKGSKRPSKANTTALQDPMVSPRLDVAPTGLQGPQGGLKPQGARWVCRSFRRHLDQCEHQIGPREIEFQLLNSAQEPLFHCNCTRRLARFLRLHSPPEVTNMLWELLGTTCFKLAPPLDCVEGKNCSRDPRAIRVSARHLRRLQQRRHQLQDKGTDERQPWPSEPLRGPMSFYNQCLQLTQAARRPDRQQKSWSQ
PG9 binder: binds the HIV-1 gp120 antibody PG9; TR-FRET gp120-PG9 antibody binding; inhibition, % at 6.7 µM; 360,000 tested, 0.43% active; in the data active = inhibition above about 8.5%
An asterisk follows results filed as active; · = not tested or not shown.

SMILES | hcDAF12 agonist | ssDAF12 agonist | DAX1 inh-1 | FXN GAA850 act | SMARCA2 activ | NR1D1 modulator | DAX1 inh-2 | PLC-beta3 inh | hgDAF-12 ag | sPLA2-III inh | PG9 binder
CN(CC(=O)Nc1ccc(F)c(F)c1F)C(=O)c1cc(S(=O)(=O)N(C)C)ccc1N1CCCC1 | 0.5 | -0.8 | 0.4 | 0.8 | -1.3 | -0.6 | 1.2 | -8.4 | -2.8 | 4.8 | -0.2
CCc1ccccc1NC(=O)NC1CCCCC1 | -0.8 | -0.6 | 0.7 | 1.6 | 1.0 | -3.7 | 0.2 | 1.2 | 1.3 | 8.9 | -1.7
CCOC(=O)CCCCCC(=O)Nc1ccc2c(c1)C(=O)N([C@H](C)CO)C[C@@H](C)[C@H](CN(C)S(=O)(=O)c1cn(C)cn1)O2 | 4.8 | -1.4 | -0.3 | 0.2 | 1.7 | -0.8 | -0.2 | 2.6 | 1.9 | -0.4 | -1.2
O=C(NCc1ccco1)c1cccc(NS(=O)(=O)c2cccc(F)c2)c1 | -0.1 | -0.1 | 0.5 | 0.1 | -3.2 | -0.9 | 0.4 | 3.4 | 0.5 | 10.0 | 0.6
Cc1ccnc(SC2CC(=O)N(c3ccc(Br)cc3)C2=O)n1 (stereo not drawn) | 0.2 | 0.2 | 1.5 | 0.7 | -1.3 | 0.4 | -0.1 | -4.3 | 4.4 | -1.1 | 1.8
CC(C)C[C@H]1CN(CCCC[C@@H]2CNC(=O)C(=O)N2CCc2ccccc2)C(=O)C(=O)N1CCC1CCCCC1 | 0.2 | -1.0 | · | · | -2.9 | -0.8 | 0.0 | -2.1 | 2.2 | -22.9 | -0.5
C[C@H](O)[C@@H]1CN2CCc3c([nH]c4ccc(-c5ccc6c(c5)OCO6)cc34)[C@@H]2C[C@@H]1N(C)C(=O)Nc1ccc(F)cc1 | -0.4 | -0.7 | -3.0 | -5.6 | -8.2 | 7.1 | -2.4 | -38.5 | 1.6 | -13.1 | -1.5
Cc1cccc(-c2nc(CS(=O)CC(=O)NC3CCCC(C)C3C)c(C)o2)c1 (stereo not drawn) | -1.5 | -1.0 | -0.1 | 1.2 | -0.9 | 1.1 | -0.3 | -1.6 | -0.9 | -7.1 | 0.8
CC(=O)NC(Cc1ccccc1C)C(=O)NC1CCN(c2nnnn2-c2ccccc2)CC1 (stereo not drawn) | 0.5 | -0.3 | 0.3 | 1.4 | 3.5 | -6.7 | -1.4 | -4.5 | 0.5 | -2.5 | -4.5
O=C(c1ccc(Br)cc1)N(Cc1nc2ccccc2c(=O)[nH]1)C1CCCC1 | -2.6 | -2.0 | -0.6 | -0.1 | -3.1 | -1.8 | -0.6 | 0.1 | -1.8 | -10.7 | 0.4
COc1ccc(C(=O)OCCN2CCOCC2)cc1 | -0.2 | -0.9 | -0.1 | 3.8 | 2.3 | -5.8 | 0.3 | 2.0 | 0.9 | -11.2 | 1.1
O=C(O)c1cc(NCc2cccs2)ccc1N1CCOCC1 | 0.3 | -1.4 | 1.8 | 1.7 | 1.4 | -1.2 | -0.1 | -47.5 | 1.3 | 5.6 | -3.8
CCC(=O)N1CCN(c2ccc(NC(=O)c3ccc([N+](=O)[O-])o3)cc2)CC1 | -0.4 | -1.7 | -0.2 | 3.4 | 1.3 | -2.9 | -2.4 | -2.3 | -3.5 | 1.3 | -0.5
CCC1Sc2ccccc2N(CC(=O)NCCC(C)C)C1=O (stereo not drawn) | 4.2 | -1.7 | 0.9 | 2.5 | -4.3 | 0.2 | 0.6 | 3.1 | 3.4 | -1.5 | -2.0
COC(=O)N1CCCCC1c1cc(C(=O)Nc2ccc3c(c2)OCO3)no1 (stereo not drawn) | 0.3 | -0.7 | · | 1.3 | -1.2 | 1.9 | 0.0 | 0.6 | 0.0 | -2.1 | 0.5
Cc1nn(-c2ccccc2)c2nc(C(Cl)(Cl)Cl)[nH]c(=O)c12 | -2.7 | -1.9 | 0.3 | 0.2 | -2.8 | -1.3 | 0.5 | -6.1 | 3.1 | -5.4 | -1.7
O=C(c1ccc2c(c1)OCO2)N1CCC2(CC1)Oc1ccc(Cl)cc1C(=O)C21CC(c2ccc(Cl)cc2)=NO1 (stereo not drawn) | -1.1 | -1.0 | · | · | -1.3 | -1.9 | 0.3 | 0.9 | -0.4 | 9.8 | 0.8
C=CC[C@@H](CC(=O)N[C@H](CO)Cc1ccccc1)C(=O)N[C@H](C)COC(=O)[C@@H](CC=C)CC(=O)OC(C)(C)C | -2.0 | -1.2 | -0.8 | -1.4 | 0.2 | -4.7 | -0.1 | 2.8 | -0.6 | -8.2 | -1.2
CCn1c(=O)cc(SCC(=O)NCCN2CCN(Cc3ccccc3)CC2)c2ccccc21 | -0.8 | -1.5 | -0.6 | 0.2 | 3.3 | -6.9 | 1.3 | 2.9 | 0.3 | 3.7 | -8.2
Cc1ccc(C(=O)CCC(=O)Nc2ccccc2C)cc1C | -2.5 | -1.0 | 2.8 | -0.5 | 4.5 | 2.0 | -0.3 | -1.6 | -2.1 | -0.2 | -2.1
Cc1cccc(C(=O)NNC(=O)c2ccc(O)cc2)c1 | -2.7 | -1.5 | 2.4 | 2.7 | -0.8 | -0.3 | 0.0 | -7.6 | 0.2 | 6.2 | 1.7
O=C1CS/C(=N/N=C/c2c[nH]c3ccccc23)N1 | 0.6 | -0.9 | · | 3.3 | -0.8 | 0.0 | 0.3 | -3.9 | 0.6 | -4.4 | -0.3
Cc1ccc(NC(=S)NCCc2c[nH]c3ccccc23)c(C)c1 | -0.5 | -1.3 | -0.4 | 1.6 | 0.8 | 0.8 | -0.2 | -5.2 | 0.4 | 8.3 | 0.8
OC(c1ccccc1)(c1nc(-c2ccc3c(c2)OCO3)cs1)C(F)(F)F (stereo not drawn) | -1.7 | -0.4 | · | 0.1 | -2.8 | -3.2 | -0.8 | 4.7 | 3.8 | -6.3 | 0.7
COc1ccc(C2=NOC(C(=O)Nc3cccc(O)c3)C2)cc1 (stereo not drawn) | 0.1 | -0.7 | 0.0 | 1.4 | 0.2 | 7.7 | -0.4 | -6.7 | -3.4 | -11.9 | -3.0
CC12CCC(C(=O)Nc3ccccc3N3CCOCC3)(CC1=O)C2(C)C (stereo not drawn) | -1.4 | -1.4 | 0.3 | 1.5 | -1.4 | 1.3 | 0.5 | 8.0 | -0.9 | 0.7 | 0.7
COc1ccc(NC(=O)C2(S(=O)(=O)c3ccc(C)cc3)CC2)cc1OC | -0.5 | -0.7 | -1.3 | 0.8 | -3.9 | -1.0 | 0.4 | 3.1 | -1.1 | -2.1 | -1.2
O=C(Cn1cnc2ccccc2c1=O)Nc1nnc(SCc2ccc(Cl)cc2)s1 | -1.7 | 0.3 | 1.7 | 1.7 | -1.7 | -3.0 | 0.6 | -12.2 | -1.8 | 4.4 | 2.5
Clc1cc(Cl)cc(CN2CCN(c3ncc(Cc4ccccc4)cn3)CC2)c1 | -1.4 | -1.3 | · | · | -4.2 | 3.2 | -0.4 | -3.0 | -2.3 | 12.6 | -0.1
Cn1ccc2c(N(Cc3ccccc3)Cc3ccccc3)cc3c(c21)C1CCC3O1 (stereo not drawn) | 1.6 | -0.5 | · | · | -6.8 | -11.7 | -1.1 | -205.8 | 1.6 | -3.4 | -0.3
Cc1ccc(OCCCCNC(C)c2ccccc2)c(C)c1 (stereo not drawn) | -1.8 | -0.8 | -0.4 | 7.7* | -0.1 | 2.5 | 0.2 | -0.9 | -0.1 | -7.0 | -1.3
CC(=O)Nc1ccc(N2C(=O)c3cccc(NC(C)=O)c3C2=O)cc1 | -0.5 | -1.5 | -0.9 | -2.9 | 0.8 | 0.6 | -0.3 | 0.8 | -0.2 | 6.6 | -2.5
CS(=O)(=O)N(CC(=O)N1CCN(Cc2ccccc2)CC1)c1ccc(F)cc1 | -2.1 | -0.7 | 0.2 | 0.6 | 4.9 | -3.4 | -0.2 | -5.0 | -1.3 | -2.2 | 1.6
C#CCCN([C@H](C(=O)OC)C(C)CC)S(=O)(=O)c1ccccc1Br (stereo partly drawn) | -3.1 | -1.6 | · | · | -3.0 | 5.5 | -1.3 | 1.8 | -2.7 | -0.7 | ·
C#CCOCCOCCOCCNc1nc(N2CCOCC2)nc(N2CCN(C(=O)Cn3cc(CCCCN)nn3)CC2)n1 | -0.6 | -1.4 | 1.9 | -0.9 | 0.1 | -4.5 | 0.1 | -0.9 | 1.1 | -0.7 | -2.0
O=C(c1ccc(C(F)(F)F)cc1)C1CCCN(C(=O)c2csnn2)C1 (stereo not drawn) | -0.8 | -0.1 | 2.7 | -1.3 | -2.6 | -1.9 | -0.3 | 3.6 | -0.2 | 7.2 | 0.7
COc1ccccc1NC(=O)CSc1nnc(C2CCCCC2)n1C | 0.1 | -1.5 | 2.2 | 1.2 | 0.8 | -4.1 | 0.1 | 1.4 | -1.0 | -1.3 | -1.4
OC(c1ccco1)c1nc(-c2cccs2)cs1 (stereo not drawn) | 5.8* | 1.4* | · | 1.6 | 0.3 | -4.4 | 1.2 | -11.3 | 5.0 | 5.8 | 1.1
[O-]c1c[n+](-c2ccc(-[n+]3cc([O-])on3)cc2)no1 | -0.5 | -0.3 | -0.6 | 0.7 | -0.9 | -1.6 | 0.2 | -5.0 | 5.4 | -1.8 | 1.6
O=C(NCc1nc2ccccc2[nH]1)C1=C[C@@H](c2csc3ccccc23)C[C@@H](OCc2ccc(CO)cc2)O1 | 0.3 | -1.2 | -0.8 | -2.6 | -1.1 | -1.6 | -0.3 | -26.2 | 0.6 | -20.5 | -1.8
CCOC(=O)c1ccc(NC(=S)N2CCSC2c2c(F)cc(F)cc2F)cc1 (stereo not drawn) | -0.3 | -1.0 | -0.8 | 2.1 | -2.2 | -0.1 | -0.8 | 0.4 | 1.5 | 5.5 | -1.6
CCOC(=O)CNC(=O)c1ccc(Cl)s1 | -1.8 | -1.4 | 0.4 | -0.7 | -2.4 | -3.0 | 1.2 | -2.7 | -0.4 | 0.8 | 1.0
COc1cc(C(=O)NCc2ccco2)c(Br)c(OC)c1OC | -0.4 | -1.2 | -0.7 | 1.4 | -1.5 | -2.4 | 0.7 | 2.0 | 0.5 | -1.1 | -2.1
Cc1sc2ncnc(-n3nnc4ccccc43)c2c1C | -0.6 | -0.5 | -0.7 | 1.0 | 0.4 | 0.4 | -0.3 | -116.8 | -5.9 | 15.5 | -0.9
CCNc1nc(NCC)nc(Oc2ccc(N)cc2)n1 | -0.7 | -1.4 | 0.0 | -0.5 | -0.9 | -2.2 | 0.2 | 0.9 | -2.1 | -2.6 | -0.1

Screens: PubChem BioAssay, several laboratories
